# Compound activity deposited in PubChem BioAssay by National Center for Advancing Translational Sciences (NCATS).
# S3 lipid droplet: qHTS Assay for Lipid Storage Modulators in Drosophila S3 Cells; Drosophila S3 cells, BODIPY lipid droplet fluorescence, 18-24 h; cells fed with added oleic acid; 0.64% of 320,000 active; AID 2685, 2010; lipid storage change, negative = inhibition, % at the top dose, mostly 46.1 µM; hits show Potency in µM; active means well fitted inhibition curve with a large enough effect in the signal ratio, with a control signal flat, not every such curve was filed as active; inconclusive means small, poorly fitted or top-dose-only effect, or effect the other way, or a change in a side signal; the % refers to the signal ratio
#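 Drosophila S3 cells got compounds at several concentrations plus oleic acid (400 uM solution). Laser-scanning cytometry with 488 nm excitation read lipid droplets at 500-530 nm and cells at 575-640 nm. Percent activity was relative to 20 uM Triacsin C.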
# S3 lipid droplet cell count max: also measured in S3 lipid droplet; calls as there; cell number change, %; measured here: cell count max response;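 cells counted by Cell Tracker Red CMTPX staining in the red channel; peak over a dose series mostly up to 46.1 µM; percent activity relative to internal control wells on each plate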
# * hit, by the source's call; i = inactive; ? = inconclusive; . = no result given. On the % scale 0 is the no-effect control and ±100 the full control effect; potency means the concentration at half of the fitted maximal effect.
SMILES,S3 lipid droplet,S3 lipid droplet cell count max
CNc1nc(C)c(C#N)c(-c2ccccc2)c1C(C)=O,?,.
Cc1ccc(CN2CCN(Cc3ccc4ncccc4c3)CC2CCO)cc1 (stereo not given),-5%,0
Cc1ccc2sc(N3CCN(CCNC(=O)c4ccco4)CC3)nc2c1C,?,.
CSC(=S)N/N=C/c1ccc(N(C)C)cc1,?,.
COc1ccc(N2CCN(C(=O)CSc3nnnn3C3CC3)CC2)cc1,?,.
COC(=O)c1cc(NC(=O)CN(c2ccccc2OC)S(=O)(=O)c2ccccc2)ccc1Cl,?,.
CCn1c(CNC(=O)c2ccc3c(c2)OCO3)nnc1SCC(=O)Nc1cc(C)ccc1OC,19%,-9
C=CCNC(=S)NNC(=O)c1ccc(OCCCC)cc1,-1%,-7
Cc1ccc(-n2ncc3c(SCc4cccnc4)ncnc32)c(C)c1,?,.
O=C(CNC(=S)N(CCCN1CCOCC1)Cc1cccs1)NCc1ccccc1Cl,i,-25
Cc1cc(NC(=O)c2ccc(C#N)cc2)on1,-12%,-10
Cc1cc(C)c2[nH]c(O)c(N=NC(=S)NCC3CCCO3)c2c1 (stereo not given),?,.

# Random excerpt: 6 records from the list
SMILES,S3 lipid droplet,S3 lipid droplet cell count max
CSC(=S)N/N=C/c1ccc(N(C)C)cc1,?,.
Cc1ccc(-n2ncc3c(SCc4cccnc4)ncnc32)c(C)c1,?,.
Cc1ccc(CN2CCN(Cc3ccc4ncccc4c3)CC2CCO)cc1 (stereo not given),-5%,0
Cc1cc(NC(=O)c2ccc(C#N)cc2)on1,-12%,-10
COc1ccc(N2CCN(C(=O)CSc3nnnn3C3CC3)CC2)cc1,?,.
Cc1cc(C)c2[nH]c(O)c(N=NC(=S)NCC3CCCO3)c2c1 (stereo not given),?,.

# Next part:
SMILES,S3 lipid droplet,S3 lipid droplet cell count max
CCOC(=O)CNc1nc(Cl)nc(Nc2ccccc2)n1,9%,6
CCOC(=O)COc1ccc(S(=O)(=O)N2CCN(c3ccc(F)cc3)CC2)cc1,?,.
COC(=O)CN(c1ccc(OCc2ccccc2)cc1)S(C)(=O)=O,5%,5
CC(=O)Nc1ccc(S(=O)(=O)NC(C(=O)O)C2=CCC=CC2)cc1 (stereo not given),?,.
OC1(c2ccc(Cl)c(Cl)c2)C[n+]2ccccc2N1Cc1ccccc1 (stereo not given),?,.
CCCCS(=O)(=O)/C=C\C1C2C=CC(C2)C1S(=O)(=O)CCCC (stereo not given),15%,-9
CCN(CCNC(=O)C1CCN(Cc2nc(-c3ccc(Cl)cc3)oc2C)CC1)c1ccccc1,?,.
Cc1nc2ccccc2c(=O)n1/N=C/c1c(O)ccc2oc3c(c12)CCCC3,?,.
CCC(C(=O)OCC(=O)Nc1cc(Cl)cc(Cl)c1)c1ccccc1 (stereo not given),?,.
CC1=NN(c2ccccc2)C(=O)C1/C=C1\NC(=S)NC1=O (stereo not given),5%,3
CCOC(=O)CC(NC(=O)CCc1c(C)nc2ncnn2c1C)c1ccc(C)cc1 (stereo not given),-5%,-11
CC(=O)N1c2ccc(S(=O)(=O)NCCC(=O)Nc3ccc(F)cc3C)cc2CC1C (stereo not given),i,.
CN1CCCN(C(=O)c2ccc(Cl)s2)CC1,-17%,17
Cc1cc(C(=O)OCC(=O)Nc2cccc(S(N)(=O)=O)c2)c2ccccc2n1,?,.
O=C(NCCN1CCOCC1)c1cc2ccccc2oc1=O,-2%,.
CN(Cc1ccc(Cl)s1)C(=O)CSc1nnc(C2CC2)n1C1CC1,14%,0
CCC(=O)NNC(=O)c1cc(COc2cc(Cl)cc(Cl)c2)on1,?,.
COc1nc(NC(C)(C)C)nc(Oc2ccc(=O)n(-c3ccccc3)n2)n1,27%,-17
COC(C(=O)NNC(=O)Cc1ccc(Cl)cc1)c1ccccc1 (stereo not given),5%,4
Cc1ccccc1C(=O)OC(C)CN1CCOCC1 (stereo not given),7%,10
COc1ccc(-c2cc(C(=O)N3CC(C)CC(C)C3)c3ccccc3n2)cc1 (stereo not given),?,.
Cc1noc(NC(=O)c2cccc(C(F)(F)F)c2)c1Cl,16%,22
CCN(CC)C(=O)c1[nH]cnc1C(=O)NC1CCN(C(=O)OC(C)(C)C)CC1,i,3
Nc1ccccc1-n1c(=O)n(Cc2ccccc2F)c(=O)c2[nH]cnc21,i,7
CC(=O)/C(=N\Nc1ccccc1)Sc1cccc2cccnc12,?,.
CCOc1cc(C(=O)O)cc(Cl)c1OCC#N,12%,20
CCC(C)NC(=O)C(Cc1ccccc1)NS(=O)(=O)c1ccc2c(c1)CCC(=O)N2 (stereo not given),21µM*,1.4*
OC(COc1cccc(OCC(O)CN2CCCC2)c1)CN1CCCC1 (stereo not given),-8%,2
CCCCn1nc(C(=O)N2CCN(S(=O)(=O)c3ccccc3)CC2)c2ccccc2c1=O,?,.
CCCCCn1c(CN2CCCCC2CC)nc2c1c(=O)n(C)c(=O)n2C (stereo not given),?,.
COc1cccc(OC)c1OCCOc1ccccc1OC(C)C,?,.
C#Cc1cccc(-n2nnc(C(C)=O)c2C)c1,?,.
COC(=O)c1ccc(CO/N=C/c2cccc([N+](=O)[O-])c2)cc1,?,.
CCc1cc(C(=O)OC)c(NC(=O)CN2CCN(C(=O)C3CCCO3)CC2)s1 (stereo not given),-16%,8
COc1ccc(N(C(=O)c2cccc([N+](=O)[O-])c2)S(=O)(=O)c2cccs2)cc1,?,.
Cc1cccc(Oc2ccccc2NS(=O)(=O)c2ccc(CCC(=O)O)cc2)c1,?,.
CCn1ccnc1CNC(=O)c1ccc(OC2CCN(C(=O)COC)CC2)cc1,1%,-2
COc1ccc(OC)c(C(=O)c2coc3ccc(O)c(CN4CCOCC4)c23)c1,?,.
FC(F)(F)c1nnc(-c2ccccc2)nc1Oc1ccc(Cl)cc1Cl,?,.
COc1cccc(-c2cccc(NC(=O)C3CCN(Cc4cccc(C)n4)CC3)c2)c1,?,.
CC(=O)c1cccc(N(C(=O)c2csnn2)C(C(=O)NC2CCCC2)c2ccccc2)c1 (stereo not given),?,.
CN1CCN(C(=O)c2cc3c(=O)n4ccccc4nc3s2)CC1,?,.
Cn1c(=O)c2c(nc(NCc3ccco3)n2CC(O)COc2ccccc2)n(C)c1=O (stereo not given),?,.
Cc1cc(C=C(C#N)C#N)c(C)n1-c1ccccc1,?,.
Cc1ccc(-n2c(CCC(=O)O)ccc2-c2cccs2)cc1,?,.
CC(=O)NNc1cc(N2CCOCC2)nc(N2CCOCC2)n1,?,.
COCCN1C=C2C(=O)C(C)(OC(=O)CCc3ccccc3)C(=O)C=C2C=C1c1ccc(C#N)cc1 (stereo not given),1%,-2
O=C(CSc1nc(O)cc(=O)n1-c1ccccc1)NC1CCCCC1,?,.
C[C@H](NC(=O)OCc1ccccc1)C(=O)NNC(=O)[C@H](Cc1ccccc1)NC(=O)OC(C)(C)C,9%,0
Cc1ccc(C)c(S(=O)(=O)NCc2ccc(C(=O)N3CC(C)OC(C)C3)cc2)c1 (stereo not given),-12%,-10
CCCn1c(N)c(C(=O)CN2CCN(S(=O)(=O)c3cccs3)CC2)c(=O)[nH]c1=O,?,.
O=C(NC(=S)Nc1cccnc1)c1cc2ccccc2o1,19%,.
O=[N+]([O-])c1ccc2c3n([n+]([O-])c2c1)CCN=C3c1ccc(Cl)cc1,8%,13
CCOc1ccc(C(=O)NCc2cccnc2)cc1,9%,-13
CCOC(=O)C1CN(S(=O)(=O)c2ccc(C)cc2)C1,?,.
CC(C)C(=O)NNc1ccc(C(F)(F)F)cn1,11%,-8
Cc1nnc(SCC(=O)N2CCCCC2)n1CC1CCCO1 (stereo not given),-5%,11
CN(C)CC(C)(C)CNC(=O)C1CCN(Cc2ccccc2O)CC1,-10%,0
O=C(CNc1cccc([N+](=O)[O-])c1)N/N=C/c1ccc([N+](=O)[O-])o1,?,.
O=C(Cn1ncn2c(cc3ccccc32)c1=O)NCCCc1ccccc1,?,.

# Gathered by group: the entries above with an NH in an aromatic ring.
SMILES,S3 lipid droplet,S3 lipid droplet cell count max
Cc1cc(C)c2[nH]c(O)c(N=NC(=S)NCC3CCCO3)c2c1 (stereo not given),?,.
CCN(CC)C(=O)c1[nH]cnc1C(=O)NC1CCN(C(=O)OC(C)(C)C)CC1,i,3
Nc1ccccc1-n1c(=O)n(Cc2ccccc2F)c(=O)c2[nH]cnc21,i,7
CCCn1c(N)c(C(=O)CN2CCN(S(=O)(=O)c3cccs3)CC2)c(=O)[nH]c1=O,?,.

# More structures follow.
SMILES,S3 lipid droplet,S3 lipid droplet cell count max
CC1CN(C(=O)CSc2nnc(CNC(=O)c3ccc(S(=O)(=O)N(C)C)cc3)o2)CC(C)O1 (stereo not given),0%,.
Cc1ccc(/C=C/C(=O)N2CCN(Cc3ccccc3)CC2)o1,?,.
COc1ccc(CC(=O)n2nc(-c3cccnc3)nc2N)cc1,?,.
Cc1ccsc1/C=N/Nc1cccc(C(=O)O)c1,0%,-6
O=C(NCCn1cc(SCc2ccccc2)c2ccccc21)c1c(F)cccc1F,16%,2
Cc1onc(-c2ccccc2Cl)c1C(=O)N1CCN(Cc2ccc3c(c2)OCO3)CC1,?,.
CC(=O)N/N=C(\C)c1cccc(NC(=O)c2cccs2)c1,?,.
Cc1ccc(OCC(=O)Nc2ccc(S(=O)(=O)N3CCOCC3)cc2)c([N+](=O)[O-])n1,?,.
CC(C)CN1C(=O)c2ccc(C(=O)Nc3ccccn3)cc2C1=O,-8%,-2
Cc1ccc(-c2nc(C(=O)NCCCN3CCOCC3)cc3c2[nH]c2ccccc23)cc1,?,.
O=[N+]([O-])c1ccc(-c2cnc(SCc3ccccc3Cl)[nH]2)cc1,?,.
CCS(=O)(=O)N1CCN(c2cc3c(cc2[N+](=O)[O-])n(C)c(=O)n3C)CC1,0%,25
O=C(O)/C=C/c1cn(Cc2ccccc2)nc1-c1cccs1,?,.
CCOC(=O)c1nnn(-c2nonc2N)c1CN(CC)CC,?,.
CCCCn1c(O)c(N=NC(=O)Cn2c(C(F)(F)F)nc3ccccc32)c2ccccc21,8%,7
CCOc1cc(C(=O)OCC(=O)Nc2ccc(SC(F)F)cc2)cc(OCC)c1OCC,?,.
CCCC(=Nc1ccc(N)cc1)C1=C(O)C(C(=O)OC)C(C)(C)CC1=O (stereo not given),?,.
O=C(CSc1nccc(=O)[nH]1)c1c[nH]c2ccccc12,?,.
CCCCNC(=O)C(=O)N/N=C/c1ccc(C(=O)OC)cc1,?,.
CC[n+]1c(/C=C/N(C)c2ccccc2)oc2ccc(F)cc21,26µM*,7.0*
C=CC[N+](C)(C)CCCNC(=O)/C=N/O,?,.
CC(=O)Nc1ccc2c(c1)nc1n2CCSC1,?,.
Cc1cccc(C(=O)N[C@H](C(=O)Nc2nc3ccc(S(C)(=O)=O)cc3s2)C(C)C)c1,?,.
CC(C)c1ccc(C2(C)NC(=O)N(CC(=O)NC3(C#N)CCCC3)C2=O)cc1 (stereo not given),?,.
O=C(O)Cc1ccc(NC(=O)c2cccs2)cc1,?,.
CCOCCCNC(=O)CCSc1ccc(C)cc1,13%,7
CCc1ccc(NC(=O)COc2ccc(F)cc2C(=O)c2cnn(-c3ccccc3)c2)cc1,-9%,4
CCc1cc2c(SCC(=O)c3ccc(C)cc3)ncnc2s1,9%,9
COc1ccc(/C=C2\SC(=S)N(CCC(=O)Nc3cccc(O)c3)C2=O)cc1,?,.
CCOC(=O)N1CCN(C(=O)CN(c2cccc(C)c2)S(=O)(=O)c2ccc(C)cc2)CC1,5.8µM*,6.1*
CCOC(=O)c1ccc(N/C=C/C(=O)c2ccc(OC)c(OC)c2)cc1,?,.
O=c1cc(-c2ccco2)oc2c1ccc1ccccc12,i,.
Cc1cc(C)n2nc(SCc3cccc(F)c3)nc2n1,i,.
O=[N+]([O-])c1ccc(N2CCN(c3ccc(Cl)nn3)CC2)c(Cl)c1,i,26
Cc1ccc(C)c(NC(=O)CCc2ccc(C)o2)c1,?,.
O=C(CSc1nc(=O)n2ccccc2n1)Nc1ccc2c(c1)OCCO2,?,.

# Single records, from the list above. Order of values: S3 lipid droplet, S3 lipid droplet cell count max
# `Cc1ccc(C)c(NC(=O)CCc2ccc(C)o2)c1` reads ?, .
# `CCOC(=O)N1CCN(C(=O)CN(c2cccc(C)c2)S(=O)(=O)c2ccc(C)cc2)CC1` reads 5.8µM*, 6.1*
# `CCc1ccc(NC(=O)COc2ccc(F)cc2C(=O)c2cnn(-c3ccccc3)c2)cc1` reads -9%, 4

# Other structures:
SMILES,S3 lipid droplet,S3 lipid droplet cell count max
NC(=S)N/N=C\c1ccccc1OCc1ccccc1,8%,1
CC1CN(S(=O)(=O)c2cc(C(=O)N(CCc3ccccc3)Cc3ccccc3)ccc2Cl)CC(C)O1 (stereo not given),?,.
O=C(CSc1ncn(-c2ccccc2)n1)Nc1ccc(Br)cn1,29%,-19
Cn1c(SCC(=O)n2c3c(c4ccccc42)CCCC3)nnc1-c1ccccc1,13%,22
COc1ccc(C)c(S(=O)(=O)Nc2ccc(OCC(=O)O)cc2)c1,?,.
CC(O)C(O)C(O)C(O)C1NCCS1 (stereo not given),?,.
Cc1cccn2cc(-c3ccc(F)cc3)nc12,?,.
CCN(CC)CCCN=Cc1c(O)n(-c2ccccc2C)c(=O)c2ccccc12,0%,1
CCN(CC)CCCNC(=O)CNC(=S)N(CCCN1CCOCC1)Cc1cccs1,?,.
CCc1nc(Nc2ccccc2)c2oc3ccccc3c2n1,-6%,.

# These rows are one share of the data. The share of hits here may be higher or lower than overall.
